rCAG RNA binder – binders of r(CAG) RNA repeats, primary screen, biochemical, fluorescence; r(CAG) RNA repeat, TO-PRO-1 dye displacement fluorescence; inhibition, % at 3 µM; actives 1.3% (n = 370,000);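 active = inhibition above the plate cutoff, the mean of all test compounds on that plate plus 3 SD, cut at about 35% in these data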;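 note: 0% = DMSO alone and 100% = 100 µM mitoxantrone as full dye displacement; higher means more dye released from RNA so lower well fluorescence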
LEDGF integ inh – blockers of LEDGF/p75-dependent integrase strand transfer – biochemical, TR-FRET, high throughput, primary screen; HIV-1 integrase (with human LEDGF/p75); TR-FRET IN-LEDGF/p75 DNA integration, Eu/Cy5; inhibition, % at 3.7 µM; actives 0.64% (n = 370,000);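 active = inhibition above the screen-wide mean plus 3 SD, cut at about 13% in these data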;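 note: signal is the Cy5 over europium emission ratio at 671 and 618 nm; 0% = plate median of compound wells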
TCR-CD3 inh – inhibitors of human TCR-CD3 interaction, primary screen, biochemical, fluorescence, TAMRA-labeled TCR probe; T-cell receptor (TCR); inhibition, % at 9.4 µM; actives 0.37% (n = 360,000); in the data active = inhibition above about 19%;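 note: recombinant mutant TCR 2C K166C tagged with TAMRA read by polarization; 0% = receptor in buffer alone and 100% = receptor with positive control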
GC-B act – human GC-B receptor activators, primary screen, HEK293 GC-B cells, cGMP TR-FRET, EC30 CNP; actives 0.11% (n = 370,000); activation, % at 10 µM; 0% at EC30 CNP, 100% saturating CNP;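 active = activation at 10 µM reaching about 35% in either raw or pattern-adjusted values, limit read from the data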
Target sequence (P20594 whole entry, looked up): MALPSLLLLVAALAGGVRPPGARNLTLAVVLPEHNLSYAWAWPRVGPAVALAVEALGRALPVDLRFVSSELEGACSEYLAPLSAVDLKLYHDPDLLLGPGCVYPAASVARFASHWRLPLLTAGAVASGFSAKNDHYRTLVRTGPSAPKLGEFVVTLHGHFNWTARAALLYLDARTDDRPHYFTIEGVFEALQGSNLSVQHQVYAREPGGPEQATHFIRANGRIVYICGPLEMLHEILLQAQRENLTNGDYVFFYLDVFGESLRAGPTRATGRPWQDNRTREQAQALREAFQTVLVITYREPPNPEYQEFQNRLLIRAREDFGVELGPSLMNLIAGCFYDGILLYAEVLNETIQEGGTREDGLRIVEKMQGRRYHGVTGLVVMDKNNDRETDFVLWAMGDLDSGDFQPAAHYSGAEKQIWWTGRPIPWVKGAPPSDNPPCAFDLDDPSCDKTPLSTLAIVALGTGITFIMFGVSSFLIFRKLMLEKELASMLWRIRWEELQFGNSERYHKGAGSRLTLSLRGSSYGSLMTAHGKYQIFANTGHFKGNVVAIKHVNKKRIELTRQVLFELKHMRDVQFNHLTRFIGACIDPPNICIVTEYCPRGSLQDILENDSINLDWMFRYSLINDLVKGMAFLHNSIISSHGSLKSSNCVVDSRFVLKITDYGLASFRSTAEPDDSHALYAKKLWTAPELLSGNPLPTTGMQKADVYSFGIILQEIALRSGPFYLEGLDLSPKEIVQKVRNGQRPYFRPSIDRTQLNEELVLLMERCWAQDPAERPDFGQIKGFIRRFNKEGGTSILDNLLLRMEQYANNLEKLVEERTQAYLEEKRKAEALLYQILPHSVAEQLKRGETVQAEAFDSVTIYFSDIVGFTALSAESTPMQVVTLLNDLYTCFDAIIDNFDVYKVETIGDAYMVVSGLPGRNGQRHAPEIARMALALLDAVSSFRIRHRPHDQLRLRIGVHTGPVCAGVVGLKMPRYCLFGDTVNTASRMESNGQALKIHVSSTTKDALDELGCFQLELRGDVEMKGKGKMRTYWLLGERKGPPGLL
TDP2 absorb – human TDP2 enzyme inhibitors, primary screen, biochemical, epi absorbance, recombinant enzyme. Tyrosyl-DNA phosphodiesterase 2 (Homo sapiens), O95551. T5PNP hydrolysis, p-nitrophenol absorbance 415 nm. inhibition, % at 12.8 µM. actives 0.34% (n = 370,000). AID 720702, 2013;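 active = inhibition above the mean of all tested compounds plus 3 SD, set per campaign, cut at about 25% in these data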;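 note: 0% = DMSO with enzyme and 100% = buffer with substrate but no TDP2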
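Material: recombinant human TDP2; quantity: TDP2 enzyme at 120 nM final; medium: Tris-HCl pH 7.5 with MgCl2; compound: single concentration, 12.8 µM nominal, with 1% DMSO; incubation: 2 h enzyme incubation at 37 °C; signal: epi absorbance; measure: percent inhibition; benchmarks: high control without enzyme, low control DMSO plus TDP2; repeats: singlicate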
SIAE inh – human SIAE inhibitors, primary screen, biochemical, fluorescence polarization, FP-Rh probe, 1536-well HTS | Sialate O-acetylesterase (Homo sapiens), Q9HAT2 | SIAE FP-Rh probe binding | inhibition, % at 9.66 µM | actives 0.69% (n = 370,000);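 active = inhibition above a cutoff: mean of compounds within the control limits plus 3 SD of those, cut at about 17% in these data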;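 note: 0% = plate median of compound wells and 100% = probe without SIAE protein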
mABHD4 FP – ABHD4 inhibitors, primary screen, biochemical, fluorescence polarization, mouse | inhibition, % at 8.92 µM | actives 0.54% (n = 370,000) | (Lyso)-N-acylphosphatidylethanolamine lipase (Mus musculus), Q8VD66 | purified mABHD4, FP-Rh probe fluorescence polarization;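 active = inhibition exceeding the mean over every tested compound plus 3 SD, cut at about 30% in these data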;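 note: 0% = plate median of compound wells and 100% = S159A mutant with DMSO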
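Test system: mABHD4 protein; Read-out basis: % inhibition; Incubation: 45 min + 60 min at 25 °C; Repeats: single replicate; Technique: fluorescence polarization with parallel and perpendicular emission, 525/598 nm; Compound: 8.92 µM, single dose; Benchmarks: full inhibition S159A mutant plus DMSO, zero as sample-well median.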
HTRA1 inh – HTRA1 serine protease inhibitors, primary screen, biochemical, fluorescence polarization, HTS; Q92743; recombinant HTRA1, FP-rhodamine activity-based probe; inhibition, % at 5.96 µM; actives 0.5% (n = 340,000); AID 504803, 2011; in the data active = inhibition above about 36%;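 note: 0% = enzyme with DMSO and 100% = wells lacking enzyme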
PRMT1 FP inh – PRMT1 methyltransferase inhibitors, primary screen, biochemical, fluorescence polarization; Protein arginine N-methyltransferase 1 (Homo sapiens), Q99873; recombinant PRMT1, activity-based probe fluorescence polarization; inhibition, % at 2.79 µM; actives 1.3% (n = 370,000); AID 652257, 2013;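 active = inhibition above about 21% made by adding two undisclosed values, limit read from the data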
MBD2 DNA inh – inhibitors of MBD2 binding to methylated DNA, primary screen, biochemical, TR-FRET, DNA-binding domain, human; AID 686964, 2013; actives 0.31% (n = 370,000); MBD2 binding to methylated oligonucleotide; inhibition, % at 4.4 µM; in the data active = inhibition above about 13%
Active calls of the source: *; · = no result given. An excerpt; count on the stated rates, not on these rows.

entry	SMILES	rCAG RNA binder	LEDGF integ inh	TCR-CD3 inh	GC-B act	TDP2 absorb	SIAE inh	mABHD4 FP	HTRA1 inh	PRMT1 FP inh	MBD2 DNA inh
1	O=C(CCNC(=O)c1ccco1)Nc1ccc(Cl)cc1F	1.1	0.2	-3.6	-2.9	-1.2	-1.7	1.9	-0.3	1.1	-4.2
2	Fc1ccc(Cn2nnnc2CN2CCN(C3CCCCC3)CC2)cc1	-7.8	0.0	-10.4	0.6	-4.4	-1.4	-2.9	-2.6	3.5	-3.8
3	CC(=O)NC(Cc1ccc(F)cc1)C(=O)NC1CCN(C(=O)NCc2ccccc2)CC1 (centres undefined)	-2.7	-1.8	-2.4	6.5	-4.8	1.8	-8.8	6.4	5.5	6.9
4	CS(=O)(=O)Cc1ccc(C(=O)NCC2(N3CCCCC3)CCCCC2)cc1	12.8	1.3	-3.5	0.3	-15.8	2.6	-0.9	-5.1	4.6	1.6
5	O=C(/C=C/c1ccco1)Oc1cc(Br)cc(/C=N/NC(=O)c2ccccc2O)c1	19.0	4.3	11.7	0.7	-11.2	3.2	15.4	84.3*	9.8	3.5
6	C/C(=N\N=C1\NC(=O)C(CC(=O)Nc2ccc(C)c(Cl)c2)S1)C(C)C (centres undefined)	10.3	0.8	1.8	-2.7	5.2	8.1	6.6	1.5	4.5	5.3
7	CC(=O)NCCc1nc2cc(NS(=O)(=O)c3ccccc3)ccc2n1C	0.2	2.9	0.6	4.0	-6.7	-3.4	-3.9	5.0	0.4	2.2
8	CC1CC(C)CN(C(=O)c2cccc(S(=O)(=O)NCc3ccccc3)c2)C1 (centres undefined)	-2.0	-4.5	4.6	-1.2	5.5	2.0	5.5	-5.8	1.4	0.3
9	O=C1N[C@@H](Cc2c[nH]c3ccccc23)COC(=O)[C@@H](Cc2ccc(F)cc2)C/C=C\C[C@H]1CC(=O)N(CCO)Cc1ccccc1	2.0	4.5	-3.3	0.5	-1.4	4.7	-11.3	-25.9	-1.8	0.9
10	COCCCNC(=O)CCN1N=C(c2ccccc2)CCC1=O	0.6	2.7	2.6	5.3	-2.7	-7.5	-2.6	-4.7	-3.0	-0.6
11	Cc1ccc(NC(=O)C(C)N2CCCC2)cc1Cl (centres undefined)	2.4	-2.4	-0.2	7.1	1.9	-1.7	4.9	-1.9	-0.3	0.4
12	Clc1ccc(Cl)c(OCCN2CCOCC2)c1	-4.9	3.9	1.5	-2.3	7.9	3.4	-3.3	0.6	1.9	-6.4
13	O=C1CC[C@@H]2CC3(C[C@@H]4CCN1[C@H]24)Nc1cc([N+](=O)[O-])ccc1NC3=NC1CCCCC1 (some centres undefined)	-0.1	-0.7	-0.1	-0.9	3.2	2.3	18.0	9.5	-0.7	-1.0
14	CC1CC(C)(C)CC2(C1)NC(=O)N(CC(=O)Nc1nccs1)C2=O (centres undefined)	-1.2	0.1	2.9	4.0	3.6	1.0	0.2	-2.9	0.3	-0.2
15	COc1cc(C(=O)N2CCc3ccccc32)cc(OC)c1OC	-1.4	-4.8	4.9	-4.7	-9.8	-3.5	-2.8	-0.4	-0.6	0.0
16	COc1ccc(CN(C(=O)c2ccco2)c2ccc(Br)cc2)cc1OC	-4.7	-1.4	-3.2	-7.7	-5.5	3.0	-7.0	-13.5	3.0	2.1
17	O=C1OCc2ccc(NC(=O)c3ccccc3C(=O)O)cc21	-4.3	-4.8	-4.5	2.5	6.5	-3.8	3.4	1.2	1.6	3.2
18	O=C(Oc1cccnc1)c1ccc(Cl)c(Cl)c1	1.1	1.2	5.8	3.7	-4.6	-1.5	-8.7	-5.4	4.9	3.6
19	Cc1cc(C)cc(C(=O)OCCN(C)C2CN(Cc3cn(Cc4ccc([N+](=O)[O-])cc4)nn3)S(=O)(=O)C2)c1 (centres undefined)	3.4	4.9	·	-4.3	-4.7	-5.2	-5.1	·	-1.8	-0.1
20	O=C(CSc1ccc(-c2ccccn2)nn1)N1CCCCC1	-2.6	-1.2	8.4	0.3	2.9	-4.7	1.5	4.6	-0.4	-3.3
21	O=C(N/N=C/c1ccc(Br)o1)c1cncc(Br)c1	2.4	2.5	-0.4	1.0	-5.1	2.2	0.6	3.2	1.5	3.2
22	CCn1c(CNC(=O)c2cccs2)n[nH]c1=S	-3.9	-0.2	-7.5	4.5	-3.8	4.1	-10.1	0.2	1.6	-4.4
23	CCCN1/C(=C2/SC(=S)N(CC)C2=O)C=Cc2ccccc21	4.5	1.5	-2.3	3.1	0.3	3.1	8.9	15.3	1.8	-1.4
24	O=C(O)C1CCCN1S(=O)(=O)c1ccc(Cl)cc1 (centres undefined)	-0.8	1.5	8.6	3.5	14.1	-1.1	-2.2	-3.2	-0.2	1.8
25	CNC(=O)CSc1nnc(-c2ccco2)n1-c1cccc(C)c1C	-5.2	-0.3	6.0	-3.0	3.2	0.9	0.6	7.5	-4.0	3.2
26	NC(=O)CN1C(=O)C2C3C=CC(C3)C2C1=O (centres undefined)	3.9	1.6	6.3	5.7	3.0	-4.7	-2.9	4.1	4.0	4.8
27	Cc1ccc2ncc([N+](=O)[O-])n2c1	-1.6	-3.0	-3.2	3.3	-9.5	-5.5	-15.7	2.8	5.2	3.1
28	COc1nccnc1NS(=O)(=O)c1ccc(N)cc1	-0.7	0.1	-4.9	2.7	-0.3	-6.8	-3.2	1.2	4.3	4.7
29	Cc1ccc(NC(=S)NNC(=S)NNc2ccccc2)cc1C	8.9	2.6	-0.1	2.0	-2.4	-0.4	2.5	29.7	3.6	-1.7
30	CC1CCCN(C(=S)Nc2ccc3nc4n(c(=O)c3c2)CCCCC4)C1 (centres undefined)	0.5	-6.2	-0.7	-0.6	-14.0	-5.1	-4.1	2.1	0.3	4.3
31	Cc1ccnn1CCC(=O)N1CCCC(N2CCN(c3cccc(Cl)c3)CC2)C1 (centres undefined)	-9.8	-1.8	0.8	5.3	3.4	4.4	-2.4	2.0	-6.4	-1.6
32	CCc1nnc(NC(=O)C2CC(=O)N(Cc3ccccc3)C2)s1 (centres undefined)	-1.6	-3.1	-8.8	-1.7	4.5	0.1	4.1	-5.0	2.6	1.6
33	COc1cccc(CC2(CO)CCCN(Cc3cnn(-c4ccccc4)c3)C2)c1 (centres undefined)	-10.4	2.4	3.8	-9.6	3.1	-0.2	-2.3	-10.4	-3.3	3.7
34	COc1ccc(/C=C(\C#N)C(=O)OCC(=O)NCc2ccco2)cc1	10.8	7.0	-8.3	-3.5	-11.3	-7.0	-5.8	-4.4	-1.8	0.6
35	COc1ccccc1NC(=O)c1ccc(NC(=O)COC(=O)CCC2CCCC2)cc1	12.2	-5.7	-8.0	4.3	-6.8	-38.1	1.8	-62.2	4.6	2.1
36	CC(=O)Nc1cccc(NC(=S)Nc2cccc(Cl)c2C)c1	-1.5	0.1	1.1	3.5	4.8	1.2	-4.1	-10.4	-0.4	5.4
37	CN(C)C(=O)N1CCCC(C(=O)NCc2ccc(F)cc2Cl)C1 (centres undefined)	-4.8	-2.6	4.5	5.1	6.8	-1.0	0.8	-6.2	1.6	-2.5
38	CCN1CCN(C(=O)c2cc(-c3ccc(Cl)s3)nc3ccccc23)CC1	-3.2	-5.8	-7.7	-3.7	3.1	-0.3	-2.8	-12.2	2.5	1.3
39	Cc1ccc(Sc2ccc(/C=C3/C(=O)NN(c4ccccc4)C3=O)o2)cc1	35.3*	5.5	6.0	2.6	-19.8	-2.9	6.0	3.8	8.1	0.5
40	COCCn1c(C)cc(C(=O)COC(=O)c2ccc3c(c2)NC(=O)CS3)c1C	1.2	-0.8	4.7	5.6	6.9	6.6	2.6	-6.2	2.8	0.2
41	CC1(C)CCN2CCC(C)(C)c3c(O)ccc1c32	-14.6	0.1	10.7	1.9	-6.0	-16.7	20.8	65.6*	54.0*	-1.6
42	CCc1noc(C)c1C(=O)OCC(=O)NC(=O)c1ccccc1	-4.9	-0.7	3.7	11.7	19.4	-0.6	-0.9	-2.0	-0.7	-1.7
43	Cc1c2cnn(CC(=O)NCCN3CCOCC3)c(=O)c2c(C)n1Cc1ccccc1	0.5	1.8	-0.8	0.9	0.5	0.1	6.2	4.7	-1.7	-4.0
44	CC(C)(CNC(=O)c1cc(=O)[nH]c2ccccc12)N1CCOCC1	3.6	-0.6	-0.1	2.9	-4.3	-1.6	-2.1	-2.2	-0.6	-2.2

2 of the compounds above, with two lines to a compound:
Order of values: rCAG RNA binder | LEDGF integ inh | TCR-CD3 inh | GC-B act | TDP2 absorb | SIAE inh | mABHD4 FP | HTRA1 inh | PRMT1 FP inh | MBD2 DNA inh
(6) C/C(=N\N=C1\NC(=O)C(CC(=O)Nc2ccc(C)c(Cl)c2)S1)C(C)C (centres undefined)
    10.3 | 0.8 | 1.8 | -2.7 | 5.2 | 8.1 | 6.6 | 1.5 | 4.5 | 5.3
(36) CC(=O)Nc1cccc(NC(=S)Nc2cccc(Cl)c2C)c1
    -1.5 | 0.1 | 1.1 | 3.5 | 4.8 | 1.2 | -4.1 | -10.4 | -0.4 | 5.4

Entries of single compounds, quoted from the list:
CCN1CCN(C(=O)c2cc(-c3ccc(Cl)s3)nc3ccccc23)CC1 in the list: rCAG RNA binder: -3.2; LEDGF integ inh: -5.8; TCR-CD3 inh: -7.7; GC-B act: -3.7; TDP2 absorb: 3.1; SIAE inh: -0.3; mABHD4 FP: -2.8; HTRA1 inh: -12.2; PRMT1 FP inh: 2.5; MBD2 DNA inh: 1.3
CCc1nnc(NC(=O)C2CC(=O)N(Cc3ccccc3)C2)s1 (centres undefined) in the list: rCAG RNA binder: -1.6; LEDGF integ inh: -3.1; TCR-CD3 inh: -8.8; GC-B act: -1.7; TDP2 absorb: 4.5; SIAE inh: 0.1; mABHD4 FP: 4.1; HTRA1 inh: -5.0; PRMT1 FP inh: 2.6; MBD2 DNA inh: 1.6
